Source: PubChem
NTR1 agonist – NTR1-driven beta-arrestin-GFP spot formation – imaging, U2OS cells, high content, primary screen (AID 493036); P30989; agonist mode; activation, % at 20 µM; 0.17% of 330,000 active;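 active means activation at or above 40% of the spot to cytoplasm intensity ratio, with at least 20 cells analyzed; inconclusive means wells under 20 cells, flagged as cytotoxic or low count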;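 further: 0% = DMSO without peptide and 100% = 100 nM NTR1 peptide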
Target sequence (P30989 whole entry, looked up): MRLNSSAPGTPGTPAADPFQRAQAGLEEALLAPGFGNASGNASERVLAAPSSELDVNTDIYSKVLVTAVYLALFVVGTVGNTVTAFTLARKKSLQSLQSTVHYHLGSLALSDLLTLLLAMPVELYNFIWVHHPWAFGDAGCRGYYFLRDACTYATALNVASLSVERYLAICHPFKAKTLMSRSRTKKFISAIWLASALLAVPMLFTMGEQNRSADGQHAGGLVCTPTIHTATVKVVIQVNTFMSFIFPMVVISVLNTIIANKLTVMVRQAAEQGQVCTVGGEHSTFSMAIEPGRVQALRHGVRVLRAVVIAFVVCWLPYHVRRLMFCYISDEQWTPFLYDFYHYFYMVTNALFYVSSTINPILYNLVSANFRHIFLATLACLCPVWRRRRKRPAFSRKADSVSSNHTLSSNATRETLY
West Nile antiviral – inhibition of WNV-induced cytopathic effect – cell-based, CPE readout (AID 1621). CPE inhibition, % at 10 µM, or IC50 in µM where a hit was titrated. West Nile virus-infected cells, CPE inhibition; higher % means a stronger effect. 0.02% of 290,000 active; in the data active means a potency from the dose series; inconclusive means CPE inhibition mostly from about 3.7% at the one dose, without a potency; inactive means the rest, 99 in 100 with CPE inhibition below about 2.2%; further: strong numbers were not always called active
Large T inhibition – TAg ATPase/helicase activity blockers – biochemical (AID 1903); inhibition, % at 20 µM; hits with a dose series show IC50 in µM; SV40 large T antigen ATPase/helicase inhibition assay; higher % means a stronger effect; 0.39% of 310,000 active; in the data active means a potency from the dose series; inconclusive means inhibition mostly from about 32% at the one dose, without a potency; inactive means the rest, 99 in 100 with inhibition below about 32%; further: strong numbers were not always called active
Dengue-2 NS5 capping – Dengue-2 NS5 methyltransferase inhibitors, primary screen, biochemical, confirmation dose response (AID 588689); Dengue-2 NS5 methyltransferase capping enzyme assay, biochemical; higher % means a stronger effect; 0.3% of 340,000 active; inhibition, % at 25 µM; hits with a dose series show IC50 in µM; in the data active means a potency from the dose series; inconclusive means inhibition above about 29% without an active follow-up result
PhoP inhibition – inhibitors of PhoP regulon expression, primary screen, Salmonella Typhimurium, GFP reporter (AID 1863). S. Typhimurium PhoP-regulated promoter GFP reporter, 4 h; higher % means a stronger effect. one-dose inhibition, % at 50 µM; IC50 in µM for titrated hits. 0.16% of 300,000 active;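 active means inhibition over 29.93%, a cutoff 3 SD above the screen mean, later confirmed by dose response; inconclusive means inhibition over 29.93% but no dose response follow-up; inactive means inhibition at most 29.93% or unconfirmed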;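 further: 0% = low Mg2+ inducing control and 100% = high Mg2+ repressing control; strong numbers were not always called active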
MgcRacGAP inhibition – MgcRacGAP GTPase-activating activity inhibitors, confirmation, biochemical, ADP Hunter fluorescence; MgcRacGAP-stimulated Rac1 GTP hydrolysis, ADP Hunter fluorescence; higher % means a stronger effect; GST-tagged Rac1 F28L mutant substrate; one-dose inhibition, % at 30 µM; IC50 in µM for titrated hits; 0.6% of 340,000 active;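 active means first-screen hits whose inhibition reached a set limit at any dose in the follow-up dose series; inconclusive means inhibition above the set first-screen limit but never retested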;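 further: fluorescence reports GDP produced by GAP-driven GTP hydrolysis; strong numbers were not always called active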
UTI89 phage lysis – inhibition of K1F phage lysis, E. coli UTI89, bacterial capsule biogenesis inhibitors, alamar blue (AID 488966); E. coli UTI89 K1F phage lysis, alamar blue, 2 h; higher % means a stronger effect; one-dose inhibition, % at 100 µM; IC50 in µM for titrated hits; 0.02% of 340,000 active;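 active means phage lysis inhibition, versus mean bacterial control, above a set limit; inconclusive means no clear call, values can overlap the other calls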;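 further: capsule biogenesis inhibitors block K1F phage lysis so surviving cells raise fluorescence; higher fluorescence means more inhibition of phage lysis; actives were called in the ten point dose series up to 300 µM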
T cell modulator – modulates CD8 T cell binding to vesicles. 2C CD8+ T cell-vesicle binding, flow cytometry; hits give low values. calls only at 7 µM. 0.068% of 330,000 active. AID 2052;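 active means response, share of CD8 T cells binding vesicles, and their 90th percentile fluorescence all below set limits, cut at about 80% in these data, passing the limit was not always enough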
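Benchmarks: naked versus QL9-loaded vesicles / Assay system: purified 2C TCR transgenic mouse naive CD8+ T cells / Technique: high-throughput flow cytometry with anti-B7-1 and anti-CD8 staining / Timing: Cell–vesicle co-incubation 1.5 h at 37 °C, staining 20 min on ice / Read-out: percent CD8+ FL2 mean versus row control / Probe or stimulus: QL9-loaded Drosophila micro-vesicles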
RSV antiviral HEp-2 – inhibition of RSV-induced cytopathic effect – HEp-2 cells, primary 10 µM value included (AID 2391); HEp-2 cells, RSV-induced CPE inhibition; higher % means a stronger effect; CPE inhibition, % at 10 µM; hits with a dose series show IC50 in µM; 0.13% of 310,000 active; in the data active means a potency from the dose series; inconclusive means CPE inhibition mostly from about 23% at the one dose, without a potency; inactive means the rest, 99 in 100 with CPE inhibition below about 21%; further: strong numbers were not always called active
T cell modulator vesicle-bound % – further read-out of T cell modulator, marked with its call; double positive events, %; measured here: CD8+ vesicle-bound cell fraction;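 binding gate set so that unloaded-vesicle control wells show 10% double positive cells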
NTR1 agonist cell count 20 µM – second read-out of NTR1 agonist, no call of its own (marks repeat the call); cell count; measured here: cell count, cytotoxicity flag
Dengue-2 NS5 capping pilot replicate – also measured in Dengue-2 NS5 capping; calls as there; inhibition, %; measured here: pilot screen replicate inhibition
* hit, by the source's call; i = inactive; ? = inconclusive; · = not tested or not shown; & = joins results of further samples; [ ] = remark or other dose.

SMILES	NTR1 agonist	NTR1 agonist cell count 20 µM	West Nile antiviral	Large T inhibition	Dengue-2 NS5 capping	PhoP inhibition	MgcRacGAP inhibition	UTI89 phage lysis	T cell modulator	T cell modulator vesicle-bound %	RSV antiviral HEp-2	others
O=[N+]([O-])c1cc2c(cc1CNCCc1ccc3c(c1)OCO3)OCO2	0.8	73	·	4%	-1%	-13%	11%	0.4%	i	35	1.0%
CCN(CC)c1ccc(CNCCc2ccccc2F)cc1	1.1	39	-1.0%	25%	0%	3%	-2%	0.7%	i	20	-0.9%
CCc1nc(N2CCNCC2)c(C#N)c2c1CSC(C)(C)C2	2.6	92	·	13%	-6%	5%	3%	0.6%	i	64	-0.8%
CC(=NCCN1CCCCC1)c1c(O)n(-c2ccc(Cl)cc2)c(=O)[nH]c1=O	-0.4	70	-0.8%	-5%	-7%	-9%	-4%	0.0%	i	57	0.3%
CCN(CC)CCN=C(C)c1c(O)n(-c2ccccc2OC)c(=O)[nH]c1=O	-1.3	36	-0.2%	-12%	-1%	-9%	16%	0.7%	i	10	0.3%
CC1=C(C(=O)O)N2C(=O)C(NC(=O)Cc3ccccc3)C2SC1 (stereo unspecified)	2.3	61	0.3%	17%	-9%	-9%	9%	0.1%	i	30	0.5%
CCOC(=O)C1=C(C)c2ccccc2OC1(C(=O)OCC)c1ccccc1 (stereo unspecified)	2.7	42	·	·	-11%	·	3%	-0.2%	·	·	·	Dengue-2 NS5 capping pilot replicate=-4.8
COc1cccc(-n2c(CN3CCOCC3)nc3ccc([N+](=O)[O-])cc3c2=O)c1	0.3	95	-0.3%	5%	-5%	6%	8%	0.0%	i	48	-0.2%
Cc1cccn2c(=O)c3c(nc12)N1CCC(Cc2ccccc2)CC1C1(C3)C(=O)N(C)C(=O)N(C)C1=O (stereo unspecified)	21	71	0.2%	19%	-15%	3%	4%	0.6%	i	51	?
c1ccc2c(CN3CCCCC3)c[nH]c2c1	1.6	60	-0.2%	7%	-5%	-4%	5%	0.1%	i	27	40%
Cc1ccccc1-c1nc(CS(=O)CC(=O)N2CCC3(CC2)OCCO3)c(C)o1 (stereo unspecified)	-1.3	35	-0.7%	7%	2%	5%	10%	-0.1%	i	7	-0.2%
COc1ccc(N=C(C)c2c(O)n(C)c(=O)n(C)c2=O)c(OC)c1	1.7	43	-0.4%	22%	2%	-10%	15%	0.7%	i	7	0.3%
CCN1CCN(Cc2nc3ccc([N+](=O)[O-])cc3c(=O)n2-c2ccccc2F)CC1	0.7	100	-0.1%	2%	-7%	2%	6%	0.1%	i	61	-1.1%
COCCCn1c(N)c(C(=O)Nc2ccccc2)c2nc3ccccc3nc21	23	48	0.6%	6%	·	-5%	·	·	i	34	21%
Cc1cc(C(=O)N2CCC3(CC2)OCCO3)cs1	2.1	59	0.6%	-2%	-6%	-6%	1%	6.8%	i	50	1.4%
CN1CCN(c2nc(N(C)C)oc(=O)c2C#N)CC1	-1.0	73	0.2%	17%	-5%	13%	6%	0.9%	i	17	-1.0%
Cc1cc(OCC(=O)NCc2ccncc2)c2c3c(c(=O)oc2c1)CCC3	0.1	61	0.8%	17%	-5%	-2%	13%	0.4%	i	41	0.5%
CCN1CCC2(CC1)NC(=O)c1ccccc1O2	-0.2	90	-0.2%	3%	6%	4%	-4%	-0.3%	i	54	0.8%
COC(=O)N(c1ccccc1)P(=O)(Oc1ccccc1)Oc1ccccc1	-1.4	87	-0.2%	2%	-12%	-6%	10%	-0.6%[50 µM]	i	7	2.8%
O=C(/C=C/c1ccccc1)NC(=S)N1C[C@H]2C[C@H](C1)c1cccc(=O)n1C2	1.9	83	-0.3%	10%	-13%	-1%	5%	0.6%	i	36	0.4%
ClC1C(Cl)C(Cl)C(Cl)C(Cl)C1Cl (stereo unspecified)	-2.3&0.8	50&57	·	11%&23%	-1%&15%	-1%&-3%	0%&10%	2.7%&0.1%	i	23&64	0.2%&-1.3%
Cc1ccc([N+](=O)[O-])cc1	-2.0	60	·	·	-2%	·	1%	5.6%	i	33	0.2%
Cc1ccc2c(c1)CC1(CN2C)C(=O)NC(=O)N(c2cccc(C)c2C)C1=O (stereo unspecified)	2.0	94	-0.7%	6%	5%	-3%	4%	0.0%	i	12	1.6%
Clc1cc(I)cc(Cl)c1NC1=NCCN1	0.8	57	-0.3%	30%	-2%	-6%	2%	-0.7%	i	36	-0.3%
COc1ccc(CCNCc2cccn2C)cc1	0.6	73	-0.7%	5%	-1%	9%	8%	-0.1%	i	39	-2.2%	Dengue-2 NS5 capping pilot replicate=-2.4
CCOP(=O)(OCC)C(Cc1ccccc1)NC(C)=O (stereo unspecified)	-1.8	50	0.2%	19%	4%	-12%	4%	0.3%	i	9	·
O=[N+]([O-])c1cccc2c([As](=O)(O)O)cccc12	-1.4	83	-0.5%	-1%	-7%	6%	9%	0.2%	i	11	8.2%
O=c1[nH]c(=S)n(C2CCCCC2)c(O)c1/C=N/N1CCOCC1	0.2	50	1.9%	17%	-12%	6%	3%	-0.5%	i	56	3.8%
CCOC(=O)C1CCN(C(C)C(=O)c2c[nH]c3ccccc23)CC1 (stereo unspecified)	-0.2	94	-0.2%	4%	-3%	-1%	6%	0.1%	i	53	0.6%
COc1ccc(C(=O)CN2CCOCC2)cc1F	1.6	48	0.0%	-1%	-6%	-8%	-8%	0.8%	i	53	3.1%
NC(=S)c1cn(C2OC(CO)C(O)C2O)c2ncnc(N)c12 (stereo unspecified)	·	·	?	6%	-3%	-3%	7%	-0.1%	i	66	-4.5%
CCOc1ccc(N2C(=O)NC(=O)/C(=C\c3ccc(N4CCCCC4)o3)C2=O)cc1	0.3	64	-0.7%	10%	-16%	-15%	8%	0.1%	i	55	0.4%
CC/C(=N\NC(=O)c1ccccc1)c1c(O)n(C2CCCCC2)c(=O)[nH]c1=O	-0.3	60	0.2%	8%	-2%	0%	2%	0.1%	i	18	9.4%
O=C(CCC(=O)N1C[C@H]2C[C@@H](C1)c1cccc(=O)n1C2)NCc1ccccc1	-2.2	79	0.2%	6%	4%	10%	12%	2.7%	i	36	1.5%
Nc1c(C(=O)NCc2ccco2)c2nc3ccccc3nc2n1Cc1ccc(F)cc1	0.6	51	1.4%	4%	-10%	4%	9%	-0.4%	i	1	8.9%
COc1cc(N2C(=O)CC(=O)NC2=O)cc(OC)c1OC	-1.2	52	-0.3%	2%	-4%	-1%	9%	0.2%	i	34	-0.6%
Clc1ccccc1N1CCN(Cc2ccc3c(c2)OCO3)CC1	-1.1	58	-1.3%	8%	6%	14%	29%	0.3%	i	27	-0.5%	Dengue-2 NS5 capping pilot replicate=-2.1
Cc1cccnc1-n1c(-c2ccco2)nc2ccccc2c1=O	-0.1	57	0.4%	-3%	6%	3%	6%	4.6%	i	38	1.7%
CC1CCN2c3nc4ccccn4c(=O)c3CC3(C(=O)N(C)C(=O)N(C)C3=O)C2C1 (stereo unspecified)	2.4	80	0.2%	-5%	8%	24%	0%	-0.1%	i	47	2.1%
COC(=O)C1=CO[C@H](C)[C@H]2CN3CC[C@@]4(C(=O)Nc5ccccc54)[C@@H]3C[C@H]12	-1.7	101	-0.8%	10%	7%	-2%	-11%	-3.1%	i	24	2.7%
Cc1ccc(-c2ccc(=O)n(CCC(=O)N3CCC4(CC3)OCCO4)n2)cc1	-1.5	59	-0.4%	20%	-3%	3%	5%	0.4%	i	48	4.8%
OCC12COC3c4ccccc4C(OC1)N32 (stereo unspecified)	-0.5	74	0.6%	2%	7%	3%	9%	0.0%	i	30	1.4%
CCc1ccc(NC(=O)CN2CC(c3ccccc3)CC2=O)cc1 (stereo unspecified)	2.2	49	0.0%	12%	-5%	3%	10%	0.7%	i	40	1.6%
CC(c1ccccc1)n1cncc1C(=O)O (stereo unspecified)	-1.1	46	0.5%	1%	5%	2%	12%	0.8%	i	26	1.1%
CC1(C)C(C(=O)N2CCN(C(=O)c3ccccc3)CC2)C1(C)C	0.2	52	-0.7%	8%	2%	-4%	5%	-0.1%	i	42	0.8%
CCN(CC)CCCN=Cc1c(O)n(CCc2ccc(OC)c(OC)c2)c(=O)[nH]c1=O	1.1	69	-0.1%	28%	1%	1%	-10%	-0.6%	i	48	1.9%
CC(CCc1ccccc1)NC(C)C(O)c1ccc(O)cc1 (stereo unspecified)	-1.5	61	0.3%	16%	-4%	-3%	6%	5.4%	i	26	-1.8%
CCN(CC)C1=NC(=[N+](CC)CC)c2ccccc21	3.5	53	?	1%	1%	5%	10%	5.9%	i	5	-0.5%

An excerpt from further up, as a working copy:
SMILES	NTR1 agonist	NTR1 agonist cell count 20 µM	West Nile antiviral	Large T inhibition	Dengue-2 NS5 capping	PhoP inhibition	MgcRacGAP inhibition	UTI89 phage lysis	T cell modulator	T cell modulator vesicle-bound %	RSV antiviral HEp-2	others
Clc1ccccc1N1CCN(Cc2ccc3c(c2)OCO3)CC1	-1.1	58	-1.3%	8%	6%	14%	29%	0.3%	i	27	-0.5%	Dengue-2 NS5 capping pilot replicate=-2.1
Cc1cccnc1-n1c(-c2ccco2)nc2ccccc2c1=O	-0.1	57	0.4%	-3%	6%	3%	6%	4.6%	i	38	1.7%
CC1CCN2c3nc4ccccn4c(=O)c3CC3(C(=O)N(C)C(=O)N(C)C3=O)C2C1 (stereo unspecified)	2.4	80	0.2%	-5%	8%	24%	0%	-0.1%	i	47	2.1%

(cont.)
SMILES	NTR1 agonist	NTR1 agonist cell count 20 µM	West Nile antiviral	Large T inhibition	Dengue-2 NS5 capping	PhoP inhibition	MgcRacGAP inhibition	UTI89 phage lysis	T cell modulator	T cell modulator vesicle-bound %	RSV antiviral HEp-2	others
C=Cn1ccnc1P(=S)(c1c(C)nn(-c2ccccc2)c1C)c1nccn1C=C	-0.4	54	-0.9%	1%	2%	9%	3%	0.3%	i	9	0.1%
Cc1onc(-c2c(Cl)cccc2Cl)c1/C(N)=N/OC(=O)N(C)C	-0.1	44	-0.2%	9%	0%	-13%	0%	0.1%	i	44	1.3%
CCOP(=O)(OCC)C(NC(=O)c1cccc2ccccc12)C(Cl)(Cl)Cl (stereo unspecified)	-0.5	53	-0.1%	1%	1%	-9%	-5%	-5.5%	i	37	1.5%
COC(=O)C1=C(c2cccc(OC)c2OC)C[C@@H]2CC[C@H]1N2C(=O)NCC1CC1	0.3	45	-0.7%	11%	1%	·	6%	0.5%	·	·	1.3%

A portion of the library (hit frequency here may not be typical).
